DLD1 CTGF mRNA = YAP1 pathway inhibitors via CTGF transcript, primary screen, DLD1 colon cancer cells, RT-qPCR, single point (AID 743449); DLD1 CTGF mRNA qPCR, 24 h; hits give high values; inhibition, % at 12.5 µM; 0.9% of 9,900 active;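 active means mean normalized replicate activity at least 50 and at least half of replicates each reaching 50; inconclusive means only one of the two criteria met; inactive means neither criterion met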;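 further: 0% = neutral control wells and 100% = dasatinib control wells; higher means stronger suppression of CTGF expression like dasatinib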
Pax4 mRNA alpha TC1 = activators of Pax4 gene expression, primary screen, RT-PCR, mouse alpha TC1 cells, single point (AID 1053180); activation, % at 10 µM; mouse alpha TC1 cells, Pax4 mRNA qPCR, 6 days; hits give high values; 100% = Pax4 plasmid added at qPCR; 0.2% of 9,600 active;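 active means highest normalized replicate activity of 15 or more, or at least half the replicates reach 15 or more; inactive means neither condition met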;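 further: pax4 Ct normalized to GAPDH with activation seen as lower delta delta Ct; plate controls were plate neutral control wells for no effect and Pax4 plasmid positive control for full effect; each compound tested in two replicate wells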
Numbers without * were called inactive; ? = inconclusive; nt = not tested or not shown; & = joins results of further samples. An excerpt, so the mix of outcomes need not match the whole.

SMILES	DLD1 CTGF mRNA	Pax4 mRNA alpha TC1
CN1C(=O)c2cc(NC(=O)NCc3ccccc3)ccc2OC[C@@H]2O[C@@H](CC(=O)NCC3CCCCC3)CC[C@@H]21	25.2	0.0
C[C@@H]1CN([C@H](C)CO)C(=O)c2ccccc2-c2ccccc2CO[C@@H]1CN(C)C(=O)[C@H]1CCCN1C	-18.3	0.0
CCC(=O)N1CC2(CCN(Cc3ccc(Cl)cc3)CC2)c2c(n(C)c3cc(OC)ccc23)[C@@H]1CO	8.1	0.1
NCC[C@@H]1CC[C@@H](NC(=O)Cc2ccncc2)[C@@H](CO)O1	-19.6	0.0
C[C@@H]1CN([C@@H](C)CO)C(=O)c2cccc(N(C)C)c2O[C@H]1CN(C)C(=O)Nc1ccc(F)cc1	-2.3	0.0
Cc1ccccc1-c1ccc([C@H]2[C@H]3CN(C(=O)c4ccncc4)CC(=O)N3[C@H]2CO)cc1	9.4	0.0
CCN(C[C@@H]1[C@@H](c2ccccc2)[C@@H](CO)N1C(=O)COC)S(C)(=O)=O	3.8	0.0
CC[C@@H]1C/C=C\C[C@H](c2ccccc2)NC(=O)CCC(=O)N1	-6.2	0.0
O=C([C@H]1[C@H](CO)[C@H]2Cn3c(ccc(C4=CCCC4)c3=O)[C@@H]1N2C(=O)c1cccnc1)N1CCOCC1	-16.9	0.0
COc1ccc(NC(=O)N2C[C@H](O)COC[C@H]3O[C@H](CC(=O)N4CCCCC4)CC[C@@H]32)cc1	-25.8	0.0
Cc1noc(C)c1NC(=O)N1C[C@H](O)COC[C@H]2O[C@@H](CC(=O)NCC3CC3)CC[C@@H]21	-11.1	0.0
CO[C@H](CN(C)C(=O)c1cc(Cl)cc(Cl)c1)[C@H](C)CN(C(=O)Nc1ccc(F)cc1)[C@@H](C)CO	4.9	0.1
CN1CCN(C(=O)C[C@@H]2CC[C@H]3[C@@H](COC[C@@H](O)CN3Cc3cccc(-c4ccncc4)c3)O2)CC1	-18.1	0.0
N#C[C@H]1N[C@@H](CO)[C@H]1c1ccc(C#Cc2ccccc2F)cc1	22.0	0.0
C[C@@H]1CCCCO[C@@H](CN(C)Cc2ccc(C(F)(F)F)cc2)[C@H](C)CN([C@@H](C)CO)C(=O)c2cc(NC(=O)Nc3cccc4ccccc34)ccc2O1	-20.6	0.0
O=C(C[C@@H]1CC[C@@H]2NC[C@@H](O)COC[C@H]2O1)Nc1nccs1	10.3	0.0
COc1ccc(CN2CC3(CN(S(=O)(=O)c4ccc(C)cc4)C3)c3c([nH]c4cc(OC)ccc34)[C@H]2CO)cc1	-283.7	1.2
COc1ccc2c3c(n(C)c2c1)[C@@H](CO)N(C(=O)Nc1c(C)noc1C)CC31CN(CC2CC2)C1	11.7	0.0
COCCN(C[C@@H]1[C@@H](c2ccccc2)[C@H](CO)N1C(C)=O)C(=O)c1cccnc1	-0.6	0.0
Cc1ccc(S(=O)(=O)N2CC[C@@H]3[C@H]2c2cc(-c4cccc(C(=O)N(C)C)c4)ccc2N[C@@H]3CO)cc1	68.4*	0.0
COc1ccc(NC(=O)N2CCCCN3[C@H](C2)[C@@H](c2ccc(-c4ccccc4F)cc2)[C@@H]3CO)cc1	-27.6	0.1
CN(C)C(=O)C[C@H]1C[C@@H]2c3cc(NC(=O)Nc4ccc(F)cc4)ccc3O[C@@H]2[C@H](CO)O1	-5.8	0.0
O=C(c1ccccn1)N1C[C@H]2[C@@H](c3ccccc31)[C@@H](CO)N2C(=O)C1CCCCC1	13.0	0.0
COc1cccc(NC(=O)N[C@H]2C=C[C@@H](CC(=O)NCc3ccncn3)O[C@H]2CO)c1	-15.1	0.0
COc1ccc(CNC(=O)c2cc3c(c(-c4cccc(-c5ccc(C#N)cc5)c4)n2)[C@H](CCO)N([S@@](=O)C(C)(C)C)C3)cc1	-10.0	0.0

7 entries drawn at random from those above:
SMILES	DLD1 CTGF mRNA	Pax4 mRNA alpha TC1
N#C[C@H]1N[C@@H](CO)[C@H]1c1ccc(C#Cc2ccccc2F)cc1	22.0	0.0
Cc1noc(C)c1NC(=O)N1C[C@H](O)COC[C@H]2O[C@@H](CC(=O)NCC3CC3)CC[C@@H]21	-11.1	0.0
COc1cccc(NC(=O)N[C@H]2C=C[C@@H](CC(=O)NCc3ccncn3)O[C@H]2CO)c1	-15.1	0.0
COc1ccc2c3c(n(C)c2c1)[C@@H](CO)N(C(=O)Nc1c(C)noc1C)CC31CN(CC2CC2)C1	11.7	0.0
CN1CCN(C(=O)C[C@@H]2CC[C@H]3[C@@H](COC[C@@H](O)CN3Cc3cccc(-c4ccncc4)c3)O2)CC1	-18.1	0.0
CCN(C[C@@H]1[C@@H](c2ccccc2)[C@@H](CO)N1C(=O)COC)S(C)(=O)=O	3.8	0.0
C[C@@H]1CN([C@H](C)CO)C(=O)c2ccccc2-c2ccccc2CO[C@@H]1CN(C)C(=O)[C@H]1CCCN1C	-18.3	0.0

The list goes on:
SMILES	DLD1 CTGF mRNA	Pax4 mRNA alpha TC1
O=C(C1CCOCC1)N1C[C@H]2[C@@H](c3ccccc31)[C@@H](CO)N2C(=O)Cc1ccccn1	14.4	0.0
CN1C(=O)c2cc(NC(=O)Cc3cccs3)ccc2OC[C@H]2O[C@@H](CC(=O)NCc3ccc(-c4ccccc4)cc3)CC[C@@H]21	-76.8	0.0
C[C@@H]1CN([C@H](C)CO)C(=O)c2c(c3ccccc3n2C)-c2ccccc2CO[C@H]1CN(C)C(=O)Nc1ccc2c(c1)OCO2	8.1	0.0
C[C@H](CO)N1C[C@H](C)[C@@H](CN(C)C(=O)Nc2cccc(C(F)(F)F)c2)OCc2ccccc2-c2ccccc2C1=O	6.5	0.0
O=C(O)C[C@@H]1C[C@H]2c3cc(NC(=O)Cc4ccncc4)ccc3O[C@H]2[C@H](CO)O1	-6.8	0.0
C[C@H]1CN([C@@H](C)CO)C(=O)Cc2cc(N(C)C)ccc2O[C@H]1CN(C)C(=O)NC1CCCCC1	-7.2	0.0
C[C@@H]1CN([C@@H](C)CO)C(=O)Cc2cc(NC(=O)Nc3ccc(F)cc3)ccc2O[C@H]1CN(C)S(C)(=O)=O	17.0	0.0
COc1ccc(S(=O)(=O)Nc2ccc3c(c2)C(=O)N([C@@H](C)CO)C[C@@H](C)[C@H](CN(C)S(=O)(=O)c2ccc(Cl)cc2)OCCCC[C@@H](C)O3)cc1	?	0.0
O=C(C1CCOCC1)N1C[C@H]2[C@@H](c3ccccc31)[C@H](CO)N2C(=O)Cc1ccccn1	-3.2	0.0
CN1C(=O)c2cc(NC(=O)c3ccc4c(c3)OCO4)ccc2OC[C@H]2O[C@@H](CC(=O)O)CC[C@@H]21	23.8	0.0
O=C1CN(S(=O)(=O)Cc2ccccc2)C[C@@H]2[C@@H](c3ccc(C#Cc4ccccc4)cc3)[C@H](CO)N12	15.1	0.0
O=C(C[C@H]1C=C[C@H](NC(=O)Cc2cccnc2)[C@H](CO)O1)NCc1ccc2c(c1)OCO2	13.0	0.0
C[C@@H]1CN([C@@H](C)CO)C(=O)c2cc(C#Cc3ccccc3)cnc2O[C@@H]1CN(C)C(=O)c1ccccc1	?	0.1
C[C@@H]1CN([C@H](C)CO)C(=O)c2c(c3ccccc3n2C)-c2ccccc2CO[C@H]1CN(C)C(=O)Nc1ccccc1C(F)(F)F	-4.8	0.0
O=C(C1CCCCC1)N1[C@H](CO)[C@@H]2c3ccccc3NC[C@@H]21	24.7	0.0
O=C(Nc1ccc(C(F)(F)F)cc1)N[C@H]1C=C[C@@H](CC(=O)N2CCCCC2)O[C@@H]1CO	-120.4	0.0
CO[C@@H](CN(C)CC1CCOCC1)[C@H](C)CN(C(=O)Nc1ccc(F)cc1)[C@@H](C)CO	-16.4	0.1
COCC(=O)Nc1ccc2c(c1)[C@H]1C[C@@H](CC(=O)N3CCOCC3)O[C@H](CO)[C@H]1O2	-2.8	0.0
CNC[C@@H]1Oc2ccc(NS(=O)(=O)c3ccc(OC)cc3)cc2C(=O)N([C@H](C)CO)C[C@@H]1C	15.1	0.0
COCCNC(=O)C[C@@H]1CC[C@H]2[C@H](COc3ccc(NC(=O)Nc4cccc(F)c4)cc3C(=O)N2C)O1	30.1	0.0
O=C(C[C@@H]1CC[C@H]2[C@@H](COC[C@@H](O)CN2C(=O)Nc2ccc(F)cc2)O1)NC1CCC1	-0.7	0.0
COCC(=O)N1[C@H](C#N)[C@@H](c2ccccc2C2=CCCC2)[C@@H]1CO	-22.6	0.0
CC(C)C#Cc1ccc([C@H]2[C@@H](CO)N3C(=O)CN(S(=O)(=O)c4ccccc4)C[C@@H]23)cc1	34.0	0.0
O=C([C@@H]1[C@@H](CO)[C@@H]2Cn3c(cccc3=O)[C@H]1N2S(=O)(=O)c1ccccc1F)N1CCCCC1	-6.2	0.0
CCc1cnc(N2[C@H](CO)[C@H](c3ccc(C4=CCCCC4)cc3)[C@@H]2C#N)s1	-111.4	0.0
Further entries follow:
SMILES	DLD1 CTGF mRNA	Pax4 mRNA alpha TC1
O=C(C[C@@H]1CC[C@@H]2NC[C@@H](O)COC[C@H]2O1)NC1Cc2ccccc2C1	29.7	0.1
N#C[C@@H]1[C@H](c2ccccc2)[C@H](CO)N1C(=O)CCN1CCCCC1	-40.4	0.0
C[C@@H]1CN([C@H](C)CO)C(=O)c2cc(NS(=O)(=O)c3cn(C)cn3)ccc2O[C@@H](C)CCCCO[C@@H]1CN(C)Cc1ccc2c(c1)OCO2	8.6	0.0
N#C[C@H]1[C@H](c2ccc(C3=CCCCC3)cc2)[C@@H](CO)N1S(=O)(=O)c1ccccc1	14.4	0.0
C[C@H]1CN([C@@H](C)CO)C(=O)CCCn2nncc2CO[C@@H]1CN(C)Cc1cccc(C(F)(F)F)c1	-21.2	0.0
O=C(c1ccc(F)cc1)N1C[C@@H]2N[C@H](C1)C2c1ccc(-c2cccnc2)cc1 (stereo partly specified)	-42.9&-0.2	0.0&0.0
CN1C(=O)c2cc(NC(=O)Cc3cccs3)ccc2OC[C@@H]2O[C@@H](CC(=O)NCCc3ccncc3)CC[C@@H]21	-10.1	0.0
Cc1noc(C)c1S(=O)(=O)N(C)C[C@H]1OCc2cn(nn2)CCCC(=O)N([C@@H](C)CO)C[C@@H]1C	-3.8	0.0
C/C=C/c1ccc([C@H]2[C@@H](CNC(C)C)N(C(=O)c3ccccn3)[C@H]2CO)cc1	-22.0	0.0
CN1C[C@@H]2[C@H](c3ccccc31)[C@@H](CO)N2C(=O)C1CCOCC1	-40.0	0.0
C[C@@H]1CCCCO[C@@H](CN(C)C(=O)CCCN(C)C)[C@@H](C)CN([C@H](C)CO)C(=O)c2cc(NS(=O)(=O)c3ccc(Cl)cc3)ccc2O1	-6.1	0.0
C[C@@H]1CN([C@H](C)CO)C(=O)c2cc(NC(=O)Cn3cnnn3)ccc2O[C@@H]1CN(C)Cc1ccc(C(=O)Nc2ccccc2N)cc1	-22.0	0.0
COc1ccc2c3c(n(C)c2c1)[C@@H](CO)N(C(=O)Nc1ccc(F)cc1)CC31CCN(S(=O)(=O)c2cccc(C)c2)CC1	23.1	0.1
CC(=O)N1[C@H](CO)[C@@H](c2ccccc2)C12CN(Cc1ccc(Cl)cc1)C2	17.3	nt
O=C(C[C@H]1C=C[C@H](NC(=O)Nc2ccc3c(c2)OCO3)[C@@H](CO)O1)NCCCN1CCOCC1	6.9	0.0
COc1ccccc1CNC(=O)C[C@H]1C[C@H]2c3cc(NC(=O)C4CCC4)ccc3O[C@H]2[C@@H](CO)O1	-25.9	0.0
CCCNC(=O)N1CC(=O)N2[C@@H](CO)[C@H](c3ccc(C#Cc4cccc(OC)c4)cc3)[C@@H]2C1	-35.1	0.0
CCCNC(=O)N1[C@@H](CO)[C@@H](c2ccccc2)C12CN(C(=O)C1CCCCC1)C2	3.9	nt
N#C[C@@H]1[C@H](c2ccc(-c3cccc(F)c3)cc2)[C@@H](CO)N1C(=O)NC1CCCC1	-2.5	0.0
O=S(=O)(c1cccc(F)c1)N1CC[C@H]2[C@H](CO)Nc3ccc(C#Cc4ccccc4F)cc3[C@H]21	26.3	0.0
COc1ccc2c3c(n(C)c2c1)[C@H](CO)N(Cc1cc(F)ccc1F)CC31CN(C(=O)C2CC2)C1	14.7	0.0
COc1ccc(S(=O)(=O)N2C[C@H](O)COC[C@H]3O[C@@H](CC(=O)N[C@@H]4CCN(Cc5ccccc5)C4)CC[C@@H]32)cc1	20.1	0.0
COC(=O)C[C@@H]1C[C@H]2c3cc(NC(=O)C4CCOCC4)ccc3O[C@H]2[C@H](CO)O1	17.0	0.0
COc1ccc2c3c(n(C)c2c1)[C@H](CO)N(C(=O)Nc1ccc(F)cc1)CC31CCN(C(=O)c2ccc3c(c2)OCO3)CC1	?	0.1
OC[C@@H]1[C@@H]2c3ccccc3NC[C@@H]2N1CC1CCOCC1	-3.6	0.0
C[C@H](CO)N1C[C@H](C)[C@@H](CN(C)C(=O)CCC(F)(F)F)OCc2ccccc2-c2ccccc2C1=O	-23.2	0.0
CO[C@H]1CN(C)C(=O)c2cc(NC(=O)c3ccc(F)cc3)ccc2OC[C@@H](C)N(C(=O)CC2CC2)C[C@@H]1C	-5.1	0.0
CC(C)[C@@H]1C(=O)N[C@@H](c2ccc(F)cc2)CC=CC[C@H](C)Oc2ccccc2C(=O)N1C (mixture of isomers)	-44.4	0.0
CO[C@H]1CN(C)C(=O)c2cc(NC(=O)c3ccc4c(c3)OCO4)ccc2OC[C@@H](C)N(CCC(F)(F)F)C[C@@H]1C	12.9	0.0
CO[C@@H]1CN(C)C(=O)c2cc(NC(C)=O)ccc2OC[C@@H](C)N(S(C)(=O)=O)C[C@@H]1C	-31.1	0.0
